# High-throughput results deposited in PubChem by Johns Hopkins Ion Channel Center.
# CHT inh = inhibits the human high affinity choline transporter | Q9GZV3 | CHT-expressing cells, membrane potential dye, choline response; hits give low values | B-score at 10 µM | actives 0.86% (n = 310,000) | AID 488975;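 active = B-score over 3 SD under the library average, and starting fluorescence ratio not unusually high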;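 also: choline stimulus applied at its EC90 after an EC20 pre-addition; B-score computed on integrated fluorescence ratio after choline addition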
# Target sequence (Q9GZV3 whole entry, looked up): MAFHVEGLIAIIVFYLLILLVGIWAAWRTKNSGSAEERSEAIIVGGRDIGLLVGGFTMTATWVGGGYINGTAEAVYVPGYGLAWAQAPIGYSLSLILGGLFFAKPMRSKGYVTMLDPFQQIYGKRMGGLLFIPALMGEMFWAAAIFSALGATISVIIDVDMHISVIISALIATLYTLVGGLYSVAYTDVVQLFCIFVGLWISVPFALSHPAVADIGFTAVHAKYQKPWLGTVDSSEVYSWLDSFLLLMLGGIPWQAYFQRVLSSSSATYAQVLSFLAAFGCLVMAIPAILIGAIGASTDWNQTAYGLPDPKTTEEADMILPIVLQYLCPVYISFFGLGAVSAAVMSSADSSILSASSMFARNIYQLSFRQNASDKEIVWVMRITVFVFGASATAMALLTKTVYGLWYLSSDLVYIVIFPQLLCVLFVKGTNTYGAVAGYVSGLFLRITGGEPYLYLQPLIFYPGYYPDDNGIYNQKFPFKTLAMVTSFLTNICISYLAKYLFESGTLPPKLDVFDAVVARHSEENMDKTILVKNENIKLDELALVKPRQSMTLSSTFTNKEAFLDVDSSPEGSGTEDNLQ
# Kir21 inh = inhibitors of mouse Kir2.1 inward-rectifier potassium channel | actives 0.85% (n = 310,000) | AID 1672 | B-score at 10 µM | HEK293-Kir2.1, FluxOR thallium flux fluorescence; hits give low values | P35561;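 active = fluorescence ratio B-score at or below minus 3 SD of library scores, with starting-brightness B-score within 2 SD, cut at about -4.2 in these data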;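 also: channel flux triggered by added potassium and thallium sulfate stimulus; B-score of peak minus minimum fluorescence over baseline after thallium stimulus; more negative B-score means stronger Kir2.1 block with less thallium influx; some compounds called inactive have numbers as strong as hits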
# Target sequence (P35561 whole entry, looked up): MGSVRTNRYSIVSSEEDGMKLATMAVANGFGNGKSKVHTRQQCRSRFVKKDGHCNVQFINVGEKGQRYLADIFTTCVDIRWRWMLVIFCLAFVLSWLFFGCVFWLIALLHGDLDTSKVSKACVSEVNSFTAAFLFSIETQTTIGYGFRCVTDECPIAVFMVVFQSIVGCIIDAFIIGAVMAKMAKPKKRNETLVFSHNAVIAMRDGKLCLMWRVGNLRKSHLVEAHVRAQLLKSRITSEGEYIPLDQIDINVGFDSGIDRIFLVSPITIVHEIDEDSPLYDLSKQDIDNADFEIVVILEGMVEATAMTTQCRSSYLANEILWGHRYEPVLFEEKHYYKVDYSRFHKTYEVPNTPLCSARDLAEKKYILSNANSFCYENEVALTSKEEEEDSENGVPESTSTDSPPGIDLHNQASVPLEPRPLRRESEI
# An asterisk follows results filed as active; i = inactive; . = not tested or not shown.
SMILES,CHT inh,Kir21 inh
Cc1ccccc1N(CC(=O)NCCSCc1ccccc1)S(C)(=O)=O,i,-1.8
CN(CCO)c1nc2c(c(=O)n(Cc3ccc(Cl)cc3)c(=O)n2C)n1C,i,-1
COc1ccc2c(c1)NC(c1ccc(N(C)C)cc1)c1cccn1-2 (stereo not given),i,-0.4
COc1ccc(O)c(C(=O)CC(=O)c2ccccc2)c1,i,1.3
Cc1ccc(C(=O)COc2ccc3ccc(=O)oc3c2)cc1,i,-0.4
O=C(Cc1cccs1)Nc1nc(-c2ccc(F)c(F)c2)cs1,i,0.5
O=C(NCC(=O)N(c1ccccc1F)C(C(=O)NCC1CCCO1)c1ccccc1)c1ccco1 (stereo not given),i,-0.25
CN(C)c1ccc(NC(=O)c2cccc(C(=O)Nc3ccc(N(C)C)cc3)n2)cc1,i,1.9
COc1ccc(C(=O)NCc2nnc(SCC(=O)Nc3nc4ccccc4s3)o2)cc1,i,2.4
COc1ncccc1-c1nnn(-c2ccc(Cl)nc2)n1,i,0.52
S=C1SCN(Cc2ccco2)CN1Cc1ccco1,i,-1.3
Cc1ccc2c(C)nc(Nc3nc(CSc4nc5ccccc5[nH]4)cc(=O)[nH]3)nc2c1,i,-0.85
CCC1OC23CCCCC2C(C#N)(C(=N)O3)C1(C#N)C#N (stereo not given),i,0.88
COc1ccc(OC)c(C(=O)COC(=O)c2ccccc2O)c1,i,-1.6
COc1ccc(N/C(C)=C/C(=S)Nc2ccccc2)cc1,i,0.1
Cn1cc(Cl)c(C(=O)NC(=S)Nc2sc3c(c2C#N)CCCCC3)n1,i,2.5
COc1ccc(NC(=O)C2CCC(CNC(=O)[C@@H]3Cc4ccccc4CN3)CC2)cc1 (stereo not given in full),i,-1.9
Cc1nc2sccn2c(=O)c1S(=O)(=O)NC(C)c1ccccc1 (stereo not given),i,2.3
COc1ccc(OC)c(C2=NOC(C(=O)Nc3cc(C)on3)C2)c1 (stereo not given),i,-1
Cc1ccc(S(=O)(=O)N2CCOCC2)cc1C(=O)NC1CCCCCC1,i,1.7
COc1ccccc1C1C2=C(CC(C)(C)CC2=O)Nc2nnnn21 (stereo not given),i,0.31
CCOC(=O)C1(c2ccccc2)NC(c2ccccc2C)C2C(=O)N(c3ccc4c(c3)OCO4)C(=O)C21 (stereo not given),i,0.05
Cc1cccc(NC(=O)Nc2cc(C)cc(C)n2)c1,i,0.35
Cc1ccc(N2C(=O)NC(C(F)(F)F)(C(F)(F)F)C3=C2CC(C)(C)CC3=O)cc1,i,3.1
CCC(C(=O)NCCc1ccc(C)cc1)n1nc(C)c2c(C)n(-c3ccccc3)nc2c1=O (stereo not given),i,-0.03
CCC1=NN2C(=N)/C(=C\c3ccc(OCCOc4ccc(NC(C)=O)cc4)c(OC)c3)C(=O)N=C2S1,i,1.7
Cc1ccc(N2CCN(c3cc(C)nc4nc(C)nn34)CC2)c(C)c1,i,-0.02
CN1CCN(C(CNC(=O)C(=O)NC2CCCC2)c2ccc(F)cc2)CC1 (stereo not given),i,-1.2
CC1CCC(C(C)C)C(OCC(O)CN2CCN(Cc3ccccc3)CC2)C1 (stereo not given),i,-3.5
CCOC(=O)c1c(C)[nH]c(C(=O)NCCc2ccc(OC)c(OC)c2)c1C,i,-0.01
O=C(Nc1ccccc1C(=O)O)c1cc(S(=O)(=O)N2CCCCC2)c(Cl)cc1Cl,i,-0.08
COc1ccc(Nc2ccc(N3C(=O)CC(C)C3=O)cc2[N+](=O)[O-])cn1 (stereo not given),i,0.05
Cc1cc(C)c(-c2cc(NC(=O)CSc3n[nH]c(N)n3)n(-c3ccccc3)n2)cc1C,i,0.52
Cc1ccc(NC(=O)COC(=O)/C=C/c2cccs2)c(C)c1,i,0.88
CCOC(=O)C1(Cc2cccc(Cl)c2)CCCN(C2CCN(C(C)=O)CC2)C1 (stereo not given),i,0.05
COc1ccc(NC(=O)COc2ccccc2C#N)c(S(=O)(=O)N2CCCCC2)c1,i,1.4

# Random excerpt: three records from the list
SMILES,CHT inh,Kir21 inh
CN(CCO)c1nc2c(c(=O)n(Cc3ccc(Cl)cc3)c(=O)n2C)n1C,i,-1
COc1ccc2c(c1)NC(c1ccc(N(C)C)cc1)c1cccn1-2 (stereo not given),i,-0.4
COc1ccc(N/C(C)=C/C(=S)Nc2ccccc2)cc1,i,0.1

# Additional compounds follow.
SMILES,CHT inh,Kir21 inh
Cc1onc(-c2ccccc2Cl)c1C(=O)Nc1cnn(Cc2ccccc2)c1,i,-0.02
Cn1ccnc1C1CCCCN1Cc1nc(-c2ccc(Cl)cc2)no1 (stereo not given),i,-0.02
Cc1ccc(NC(=O)CCSc2nnc3ccccn23)cc1,i,-0.5
Cc1cccc(-c2nnc(SCC#N)n2-c2cccc(Cl)c2)c1,i,-0.38
O=C(Nc1ccccc1Cl)c1cc(S(=O)(=O)N2CCCCC2)ccc1N1CCOCC1,i,1.5
COc1ccc(CCNC2CC(=O)N(CCc3ccc(OC)c(OC)c3)C2=O)cc1OC (stereo not given),.,1.2
NC(=O)c1ccsc1N,i,-1.6
CC(Oc1ccc2c3c(c(=O)oc2c1)CCCC3)C(=O)NCC(O)c1ccccc1 (stereo not given),i,0.24
Cc1ccc(C(C)C)cc1OCCCCN1CCCC1,i,0.14
CCc1nc(C(N)=O)c2[nH]c(=O)n(-c3ccc(OC)cc3OC)c2n1,i,-0.01
Cc1cc(C)nc(N/N=C/C2=C(N3CCOCC3)C(=C\c3ccc(Cl)cc3)/CC2)n1,i,-0.41
CCCn1c(=O)[nH]c2ccccc21,i,-0.95
O=C(O)c1cc(Br)ccn1,i,0.13
O=C(O)c1cc(-c2ccc(Cl)cc2)n[nH]1,i,0.77
O=S(=O)(c1ccc(Cl)s1)N1CCN(CCc2ccccc2)CC1,i,0.66
COCCNC(=O)c1snc2ccc(Cl)cc12,i,-0.01
CN(C)S(=O)(=O)c1ccc(C(=O)Nc2cc(S(=O)(=O)Nc3ccccc3Cl)ccc2N2CCCCC2)cc1,i,0.08
COc1ccc2c(CC(=O)OCC(=O)NC(N)=O)coc2c1,i,-1.3
CCOC(=O)C1CCCN(C(=O)c2cc3nc(-c4ccc5c(c4)OCO5)cc(C(F)(F)F)n3n2)C1 (stereo not given),i,1.2
CC(=O)c1ccc(NS(=O)(=O)c2ccc(N)cc2)cc1,i,-0.08
CCCc1oc2c(c(=O)c1CC)C(=O)CC(C)(C)C2,i,0.86
Cc1cccc(OCC(=O)Nc2ccc3c(c2)nc(CCN2CCN(c4ccccn4)CC2)n3C)c1,i,-0.1
CCCN1CCN(CCCNC(=O)c2cc3c(=O)[nH]c4ccc(C)cc4c3s2)CC1,i,1.1
COC(=O)c1c(C)[nH]c(C)c1-c1ccccc1Cl,i,1.1

# Whole records, quoted from the list. Values in the order: CHT inh | Kir21 inh
# Cc1cc(C)nc(N/N=C/C2=C(N3CCOCC3)C(=C\c3ccc(Cl)cc3)/CC2)n1 as listed: i | -0.41
# Cc1onc(-c2ccccc2Cl)c1C(=O)Nc1cnn(Cc2ccccc2)c1 as listed: i | -0.02
# COc1ccc(N/C(C)=C/C(=S)Nc2ccccc2)cc1 as listed: i | 0.1
# S=C1SCN(Cc2ccco2)CN1Cc1ccco1 as listed: i | -1.3
# Cc1ccc2c(C)nc(Nc3nc(CSc4nc5ccccc5[nH]4)cc(=O)[nH]3)nc2c1 as listed: i | -0.85

# (more compounds)
SMILES,CHT inh,Kir21 inh
COC(=O)c1cccc(COC(=O)CNC(=O)c2ccco2)c1,i,-0.23
CCn1c(Cc2ccc(OC)cc2)nnc1SCc1nc2ccccc2c(=O)[nH]1,i,1.1
CCCCN1CC(=O)N2[C@H](c3ccc(OC)cc3)[C@@H]3C(=O)N(CC)C(=O)[C@@H]3[C@]2(C)C1=O,i,0.88
Cc1cccc(Nc2ccccc2C(=O)NCc2ccco2)c1C,i,-2.2
CC(C)Nc1nc2ccccc2c(=O)[nH]1,i,1.1
COc1nc(C)ccc1-c1noc(-c2cccnc2)n1,i,0.44
Cn1nc(-c2ccccc2)c2nc3ccccc3nc21,-6.3*,-1.1
CCCNS(=O)(=O)c1ccc2c(c1)CCCN2C(C)=O,i,1.5
CC1(C)CC(O)C(CCC(O)c2ccccc2)C(C)(C)N1 (stereo not given),i,-0.55
C=CCOn1c(=O)c(=O)n(OCc2ccccc2)c2ccccc21,i,-1.1
C=CCOC(=O)COc1ccc2c(C)c(CC)c(=O)oc2c1,i,-1.6
CCNC(=O)CC1C(=O)N(c2ccccc2)C(=O)N1CCc1ccc(OC)c(OC)c1 (stereo not given),i,0.02
C=CCSc1nc2c(C(=O)OCC)nnn2c2ccccc12,i,-2.7
O=C(NC1CCCC1)C(c1ccsc1)N(C(=O)Cc1cccs1)c1ccccc1 (stereo not given),i,1
Cc1ccc(N2CCN(C(=S)c3ccc(-c4ccccc4[N+](=O)[O-])o3)CC2)cc1,i,-0.42
Cc1cnc(C(=O)Nc2ccc(N3CCOCC3)cc2)cn1,i,0.93
Cc1cc2n(n1)SC(Nc1ccc(F)cc1)N2 (stereo not given),i,1.4
CCCOc1ccc(Cn2c(=O)oc3ccc(C)cc32)cc1,i,1.4
Clc1ccc(CN2C3=NCCN3c3ccccc32)cc1Cl,i,-3.1
COc1ccccc1NC(=O)c1cc(=O)[nH]c2ccccc12,i,0.34
O=C(N/N=C/C=C/c1cccc([N+](=O)[O-])c1)C(O)c1ccccc1 (stereo not given),i,-0.07
CCN(CC)CCCN1C(=O)C(O)=C(C(=O)c2ccco2)C1c1ccc(C)o1 (stereo not given),i,-0.03
COc1ccc2ccccc2c1CN1CCN(Cc2ccccc2)CC1,i,-3
CS(=O)(=O)N(CC(=O)Nc1ccc(S(=O)(=O)N2CCOCC2)cc1)c1cccc(F)c1,i,1.3
N#CC(c1ccccc1)c1ccc(C(=O)c2ccc(F)cc2)cc1 (stereo not given),i,-0.21
CCN1CCN(c2ncnc3scc(-c4ccc(C)c(C)c4)c23)CC1,i,-3.3
CCOC(=O)c1ccc(NC(=O)CCOc2ccc(C)cc2)cc1,i,0.27
OC(COc1ccccc1)CN1CCC(Cc2ccccc2)CC1 (stereo not given),i,1.5
CCOc1ccc(CCNC(=O)CN2C(=O)NC(CCSC)C2=O)cc1OCC (stereo not given),i,-1.2
CC(=O)c1nnn(-c2nc(N)nc(N(c3ccccc3)c3ccccc3)n2)c1C,i,-1.2
CCOC(=O)C1=C(C)Nc2nc3ccccc3n2C1c1ccccc1 (stereo not given),i,2.2
COC(=O)c1ccc2nc(C(F)(F)F)[nH]c2c1,i,0.93
CC1=C(C)CC(C(=O)N2CCN(Cc3ccc4c(c3)OCO4)CC2)C(C(=O)O)C1 (stereo not given),i,0.05
CCOC(=O)N1CCN(C(=O)Nc2ccc3nc(C)c(C)nc3c2)CC1,i,-0.9
COc1ccc(-c2cnc3ncnn3c2N)cc1,i,0.65
CCCCNC(=O)COC(=O)c1ccccc1F,i,1.3
O=C(Cc1csc(N2CCOCC2)n1)N/N=C/c1ccc(F)cc1,i,-1.5
C#CCn1c(=O)c2c(ncn2C)n(C)c1=O,i,-0.89
Cc1cc(Br)ccc1OCCNCc1ccccc1,i,-10*
CC/C(O)=C1\C(=O)CCCC1=NCCc1c(C)[nH]c2ccc(C)cc12,i,-0.06
CCOc1ccc(C(=O)Nc2cc(=O)n(C)c(=O)n2C)cc1,i,-0.46
Cc1cc(C)nc(Nc2nc(C)c3cc4c(cc3n2)OCO4)n1,i,0.95
Cc1nc2sccn2c(=O)c1S(=O)(=O)NCC1CCN(Cc2ccccc2Cl)CC1,i,0.53
CC1CC(=O)N(C)c2ccc([N+](=O)[O-])cc2N1 (stereo not given),i,0.4
CC(C)(C)CC(=O)Nc1nnc(SCC(=O)NC2CCCC2)s1,i,-0.52
Nc1nc(Nc2ccccc2F)nc(NCc2ccccc2)c1[N+](=O)[O-],i,0.84
N#Cc1nc(COc2ccc(F)cc2)oc1N1CCCC1,i,0.03
Cc1cc(S(=O)(=O)NCC2CC2)c(Cl)cc1Cl,i,-0.02

# Among those listed so far, 4 contain a COOH group:
SMILES,CHT inh,Kir21 inh
O=C(Nc1ccccc1C(=O)O)c1cc(S(=O)(=O)N2CCCCC2)c(Cl)cc1Cl,i,-0.08
O=C(O)c1cc(Br)ccn1,i,0.13
O=C(O)c1cc(-c2ccc(Cl)cc2)n[nH]1,i,0.77
CC1=C(C)CC(C(=O)N2CCN(Cc3ccc4c(c3)OCO4)CC2)C(C(=O)O)C1 (stereo not given),i,0.05

# New compounds follow.
SMILES,CHT inh,Kir21 inh
Cn1cc(-c2nnnn2-c2ccc(Cl)cc2)c(=O)c2ccccc21,i,-0.55
Cc1ccc(S(=O)(=O)N2CCC(=O)N(C(COC(=O)Nc3ccccc3)Cc3ccccc3)CC2)cc1 (stereo not given),i,-0.1
CN(C)C(=O)c1cc(C(=O)c2ccc(F)cc2C(F)(F)F)c[nH]1,i,2
Cc1cccc(NC(=O)CSc2nc3ccccc3nc2N2CCCC2)c1,i,-1.8
O=[N+]([O-])c1cc([N+](=O)[O-])c2nonc2c1Nc1ccc(O)cc1,i,1.9
CC(C)[C@H](N)c1nnc(SC/C=C/c2ccccc2)o1,i,-0.14
C=CC1C(N2CCOCC2)C(C)(C)S1(=O)=O (stereo not given),i,-0.92
COc1cc2c(cc1OC)C(C(=O)N1CCN(c3ccccn3)CC1)C(c1cccs1)N(C)C2=O (stereo not given),i,-0.21
COc1ccc(CN2CCC(Oc3ccc(C(=O)NCc4ccccn4)cc3)CC2)c(F)c1,i,-0.54
CCCCc1n[nH]c(=S)n1Cc1ccccc1,i,-0.53
CCOc1ccccc1NC(=O)C1CCN(S(=O)(=O)c2ccc(OC)c(OC)c2)CC1,i,0.01
COc1ccc(CN2CCC(Cc3ccccc3)CC2)cc1OC,i,-0.44
CC(C)[C@@H](C(=O)NCC1CCCO1)N1C(=O)N2CCc3c([nH]c4ccccc34)[C@@]2(C)C1=O (stereo not given in full),i,-0.98
O=C(N/C(=C\c1ccccc1)C(=O)N1CCOCC1)c1ccccc1Cl,i,0
